# RAD54 branch: blocks human RAD54 Holliday junction branch migration; Q92698; FAM/BHQ fluorescence; inhibition, % at 10.4 µM; actives 0.14% (n = 360,000); AID 602329;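 active means mean normalized replicate activity at least 40 and at least half of replicates scoring 40 or more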;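 further: 0% = median of neutral control wells and 100% = median of positive control wells; inhibitors cause a drop in the FAM fluorescence signal; in these data hits start at about 50%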
# Target sequence (Q92698 whole entry, looked up): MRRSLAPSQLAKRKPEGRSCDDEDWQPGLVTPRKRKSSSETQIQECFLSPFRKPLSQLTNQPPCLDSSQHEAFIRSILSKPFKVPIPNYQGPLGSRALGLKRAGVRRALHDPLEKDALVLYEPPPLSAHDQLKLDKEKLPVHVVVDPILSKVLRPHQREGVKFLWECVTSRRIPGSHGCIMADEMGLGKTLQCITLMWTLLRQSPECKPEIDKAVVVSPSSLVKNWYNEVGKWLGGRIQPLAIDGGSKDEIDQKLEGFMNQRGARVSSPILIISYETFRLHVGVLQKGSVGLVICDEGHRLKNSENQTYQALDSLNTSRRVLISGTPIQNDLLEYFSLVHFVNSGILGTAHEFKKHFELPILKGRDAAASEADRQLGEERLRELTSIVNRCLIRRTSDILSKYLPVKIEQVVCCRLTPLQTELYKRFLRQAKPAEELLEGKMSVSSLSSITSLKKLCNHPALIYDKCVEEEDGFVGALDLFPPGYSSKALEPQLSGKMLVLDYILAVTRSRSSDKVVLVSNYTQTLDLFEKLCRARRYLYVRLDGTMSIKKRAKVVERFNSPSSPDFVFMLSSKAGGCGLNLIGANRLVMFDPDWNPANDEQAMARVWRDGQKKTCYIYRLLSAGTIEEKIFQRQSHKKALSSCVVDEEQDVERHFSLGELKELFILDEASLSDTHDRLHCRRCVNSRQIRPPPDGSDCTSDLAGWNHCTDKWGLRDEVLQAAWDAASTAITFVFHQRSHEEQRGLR
# RAD52 anneal inh: blocks human RAD52 DNA annealing | inhibition, % at 18.7 µM | P43351 | recombinant RAD52 DNA annealing, FRET fluorescence | actives 0.46% (n = 360,000);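 active means every replicate showing at least 50% inhibition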
# ERAP1 HTS inh: blocks human ERAP1 aminopeptidase activity | inhibition, % at 10.7 µM | recombinant ERAP1, Leu-AMC fluorescence, 60 min | actives 0.15% (n = 340,000) | Q9NZ08;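 active means mean replicate inhibition of at least 30%, or all replicates individually reaching that 30% level; inactive means mean below 30% and not every replicate reaching it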;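 further: 0% = neutral control wells and 100% = L-leucinethiol positive control wells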
# XiGFP reactiv: activators of X-chromosome reactivation in mouse fibroblasts; activation, % at 7.58 µM; actives 0.055% (n = 360,000); XiGFP mouse fibroblasts, % GFP-positive cells imaging, 3 d; cells co-treated with 5-aza-dC sensitizer; scaled so ellipticine positive control = 100%;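 active means mean normalized replicate activation at least 10% and every replicate at or above 10%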;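 further: 0% = median of on-plate neutral control wells and 100% = ellipticine 6 µM median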
#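 assay system = SV40-immortalized XiGFP fibroblast cells, line 68-5-11 | buffer or medium = DMEM plus 5-aza-dC sensitizer | doses = single-point pinned compound dosing | times = 3-day compound exposure, then 15 min fixation at room temperature | benchmarks = positive control ellipticine, 6 µM final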
# GSIS activator: primary screen for activators of insulin secretion dependent on glucose, INS-1E cells, GLuc reporter luminescence. INS-1E GLuc reporter insulin secretion, 2-3 h. activation, % at 16.6 µM. actives 0.61% (n = 370,000). AID 743287;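 active means lowest replicate activation of at least 40%, so every replicate reaches that level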;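 further: 0% = median of neutral control wells and 100% = median of IBMX positive control wells; some compounds called inactive have numbers as strong as hits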
# CFTR F508del cor: correctors of CFTR F508del function in bronchial epithelial cells; CFBE cells, YFP halide quenching; stimulated with forskolin plus potentiator P3; % fluorescence drop versus neutral controls; activity (quench increase), % at 7.58 µM; actives 0.36% (n = 350,000); AID 720511;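 active means mean added fluorescence quench of at least 8% versus neutral control, with both replicates also reaching 8%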;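 further: cells transiently co-express mutant CFTR-F508del with the halide-sensitive YFP; corrector assay measuring rescue of mutant channel to the surface after 24 h compound exposure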
# esBAF inh: inhibitors of esBAF chromatin remodeling in mouse ES cells | Bmi1-luciferase knock-in reporter, 24 h; 100% = twice the neutral-well signal | reporter increase, % at 12.5 µM | actives 2% (n = 350,000); in the data active means activation above about 40%;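 further: 0% = median of the plate's neutral control wells and 100% = double that signal; a rise in the Bmi1 reporter signal indicates esBAF inhibition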
# ARNT-TACC3 inh: disrupts binding between human ARNT and TACC3. inhibition, % at 9.99 µM. actives 0.66% (n = 390,000). Q9Y6A5. AlphaScreen His-ARNT PAS-B/GST-TACC3 binding, luminescence; TACC3 fragment carries E629A point mutation;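 active means mean inhibition of replicates at least 50% and at least half of replicates each reaching 50%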;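 further: 0% = complete ARNT plus TACC3 wells and 100% = ARNT alone without TACC3; many hits fall short of the cut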
# An asterisk follows results filed as active; x = not tested or not shown; & = joins results of further samples.
SMILES,RAD54 branch,RAD52 anneal inh,ERAP1 HTS inh,XiGFP reactiv,GSIS activator,CFTR F508del cor,esBAF inh,ARNT-TACC3 inh
COCCNC(=O)C1(C)CCCN(C(=O)c2ccc(C(=O)OC)cc2)C1 (stereo unspecified),-9,3,0,0.1,-4,-1.2,1,x
O=C(C[C@H]1C[C@@H]2c3cc(NC(=O)NC4CCCC4)ccc3O[C@@H]2[C@@H](CO)O1)NCc1ccncc1,13,-1,-1,0.0,4,0.6,4,3
O=C(O)c1ccccc1-c1ccccc1C(=O)Nc1ccc2c(c1)CCC2,1,6,x,0.2,27,-1.5,-1,-6
O=C(NC(=S)NNS(=O)(=O)c1ccccc1)c1cccnc1,x,-24,9,0.1,4,-3.2,-1,6
CC1CCCCN1S(=O)(=O)c1ccc(C(=O)Nc2nnc(-c3ccncc3)o2)cc1 (stereo unspecified),x,-27,4,0.0,0,-0.6,x,x
CCCC(=O)N1CCC2(CC1)CN(Cc1nccs1)[C@H](CO)c1[nH]c3cc(OC)ccc3c12,x,-82,-10,0.0,-21,-0.6,x,x
O=C(NCc1ccco1)c1ccc(COCC(F)(F)F)cc1,2,x,x,x,-4,x,5,-11
C[C@@H]1CN([C@H](C)CO)C(=O)c2c(c3ccccc3n2C)-c2ccccc2CO[C@@H]1CN(C)Cc1ccncc1,-8,13,0,0.6,21,2.9,-3,-12
CN(C)C(=O)C[C@@H]1CC[C@@H]2[C@@H](COc3ccc(NC(=O)C4CC4)cc3C(=O)N2C)O1,-9,1,-1,0.0,6,-1.6,2,1
CC(C)N1CC(C(=O)Nc2ccc(Cl)cc2Cl)CC1=O (stereo unspecified),-16,4,-2,0.0,0,4.9,-8,x
Fc1ccc(NC(=S)Nc2cc(-c3ccccc3)[nH]n2)cc1Cl,-2,-33,-1,0.1,-11,0.6,3,0
O=C(C[C@H]1CC[C@@H]2[C@H](COC[C@@H](O)CN2Cc2ccccc2F)O1)NC1CCC1,-4,x,x,0.0,-8,-0.1,0,12
COCCNC(=O)C[C@H]1CC[C@@H]2[C@H](COc3ccc(NC(=O)c4cnccn4)cc3C(=O)N2C)O1,1,-13,2,0.3,12,-2.6,0,-12
CCOC(=O)c1cc(-c2ccc(/C=C3/C(=O)NC(=O)C(C#N)=C3C)o2)ccc1Cl,-5,-134,2,x,-4,1.1,1,6
CNc1cncc(-c2cc(C)c(O)c(C)c2)n1,-2,-31,-2,0.5,10,4.3,7,x
COC(=O)Cc1ccc(OC(=O)C2CCN(S(=O)(=O)c3ccc(OC)c(OC)c3)CC2)cc1,-8,-2,2,-0.1,8,-2.1,-1,3
C[C@@H]1CN([C@@H](C)CO)S(=O)(=O)c2ccc(-c3cccc(C#N)c3)cc2O[C@H]1CN(C)C,-2,0,1,0.1,5,x,-1,-5
CC(=O)Nc1ccc(OCc2ccc(S(=O)(=O)Cc3ccccc3)cc2)cc1,5,-18,-1,0.4,0,-1.6,-5,-13
COc1ccccc1NC(=O)N1[C@@H]2CNC[C@H]1C2c1ccc(-c2ccccc2OC)cc1 (stereo partly specified),x,16&14,1&-1,0.0&0.0,-18&-14,0.5&2.0,x,x
CC(O)CNc1nc2ccccc2n1CC(=O)N1CCN(Cc2ccccc2)CC1 (stereo unspecified),x,-6,-2,0.2,13,-1.3,x,2
O=[N+]([O-])CC(c1ccc(F)cc1)c1c[nH]c2ccccc12 (stereo unspecified),10,-5,-3,0.2,-18,2.8,0,0
O=C(Nc1ccc(Cl)cc1)N[C@H]1CC[C@H](CCn2cc(C3(O)CCCC3)nn2)O[C@H]1CO,-7,-1,-1,0.3,-16,-1.2,3,-4
Cc1csc2c(N(C)CCO)ncnc12,x,-1,-1,0.2,31,0.9,x,0
Cc1ccccc1S(=O)(=O)N1CC(=O)N2[C@H](C1)[C@H](c1ccc(C#CC3CC3)cc1)[C@@H]2CO,x,-10,0,0.0,-32,1.2,x,x
N#C/C(=C/c1cccc(O)c1)C(=O)NCc1ccc(Cl)cc1,11,-6,-3,-0.1,6,-0.6,2,2

# The last 5 compounds of the section above are carried over, then new ones follow:
SMILES,RAD54 branch,RAD52 anneal inh,ERAP1 HTS inh,XiGFP reactiv,GSIS activator,CFTR F508del cor,esBAF inh,ARNT-TACC3 inh
O=[N+]([O-])CC(c1ccc(F)cc1)c1c[nH]c2ccccc12 (stereo unspecified),10,-5,-3,0.2,-18,2.8,0,0
O=C(Nc1ccc(Cl)cc1)N[C@H]1CC[C@H](CCn2cc(C3(O)CCCC3)nn2)O[C@H]1CO,-7,-1,-1,0.3,-16,-1.2,3,-4
Cc1csc2c(N(C)CCO)ncnc12,x,-1,-1,0.2,31,0.9,x,0
Cc1ccccc1S(=O)(=O)N1CC(=O)N2[C@H](C1)[C@H](c1ccc(C#CC3CC3)cc1)[C@@H]2CO,x,-10,0,0.0,-32,1.2,x,x
N#C/C(=C/c1cccc(O)c1)C(=O)NCc1ccc(Cl)cc1,11,-6,-3,-0.1,6,-0.6,2,2
C[C@H](CO)N1C[C@H](C)[C@H](CN(C)Cc2ccc(C(=O)O)cc2)Oc2ccc(NC(=O)NC3CCCCC3)cc2CC1=O,1,0,0,-0.1,-1,1.0,3,-6
C[C@@H]1CN([C@@H](C)CO)C(=O)c2cccc(NC(=O)C3CCOCC3)c2O[C@@H]1CN(C)Cc1ccc(C(F)(F)F)cc1,-18,13,-14,0.0,-5,-2.0,0,-3
C[C@H](CO)N1C[C@H](C)[C@@H](CN(C)C(=O)NC2CCCCC2)OCCCC[C@H](C)Oc2ccc(N(C)C)cc2C1=O,-7,-26,-1,0.3,-15,0.3,2,3
CC(=O)N1[C@@H]2c3ccc(-c4cccc(F)c4)c(=O)n3C[C@H]1[C@H](CO)[C@H]2C(=O)NCC1CC1,10,-2,-2,0.6,11,2.9,0,2
CN(C)c1ccc(C2Nc3ccccc3C(=O)N2CCN2CCNC2=O)cc1 (stereo unspecified),-6,-18,3,0.0,-3,0.3,2,-2
Cc1c(C(=O)N(C)c2ccccc2Cl)cnn1-c1ccccc1,4,0,-1,0.3,-13,1.4,4,-4
O=C(NCC[C@H]1CC[C@H](NS(=O)(=O)c2cccc(F)c2)[C@@H](CO)O1)C1CCCCC1,-7,10,0,0.0,-12,-2.5,1,0
CCCCNc1c(C(=O)OCC)c(=O)[nH]c2ccccc12,4,x,x,x,-4,x,-1,-1
Cc1ccc(CNC(=O)COC(=O)[C@@H]2CC(O)CN2S(=O)(=O)c2ccc3c(c2)OCCO3)cc1 (stereo partly specified),x,-38,2,0.0,0,x,x,0
CCCc1c(C(=O)N/N=C/c2cccnc2)nnn1-c1nonc1N,6,-12,-3,0.1,-5,0.6,-3,-1
Cc1cccc(-c2ccc([C@H]3[C@@H](CO)N4CCCCN(Cc5cccnc5)C[C@@H]34)cc2)c1,-2,-20,1,0.0,0,4.5,x,4
Cc1ccc(-c2noc(N=O)c2NO)cc1,-2,-19,-1,0.2,-8,2.3,x,8
COc1ccc(OC)c(-c2nn(-c3ccccc3)cc2C(=O)NCC(c2ccco2)N2CCCC2)c1 (stereo unspecified),2,-9,0,-0.1,-14,4.0,8,13
C[C@H](CO)N1C[C@H](C)[C@H](CN(C)CC2CCCCC2)Oc2c(NC(=O)Nc3cccc4ccccc34)cccc2C1=O,2,6,-5,0.4,-5,1.9,-3,0
CC1CCN(C(=S)c2cccc([N+](=O)[O-])c2)CC1,x,-15,0,0.0,27,0.8,x,5
COc1ccccc1CNS(=O)(=O)c1c(C)nc2sccn2c1=O,0,-2,3,0.1,11,6.2,-1,-6
O=C(C1=NOC2(C1)C(=O)Nc1ccccc12)N1CCCCC1 (stereo unspecified),x,-23,x,0.0,-2,0.9,x,x
COC(=O)CCC(=O)NC1CC(C)(C)Cc2c1cnn2-c1ccc(F)cc1 (stereo unspecified),3,-23,0,0.3,-4,-1.3,2,-6
COc1ccc(S(=O)(=O)Nc2ccc3c(c2)C(=O)N([C@H](C)CO)C[C@H](C)[C@@H](CN(C)C)OCCCC[C@@H](C)O3)cc1,5,0,-5,0.0,9,1.3,-6,-3
COc1ccc(NC(=O)c2cc(-c3ccc4c(c3)OCO4)on2)cc1OC,6,-11,0,0.1,1,0.1,-1,-2
Cc1nn(C)c(C)c1S(=O)(=O)N(CC(=O)NCCN1CCOCC1)c1ccc(C(C)C)cc1,5,-4,3,0.2,8,1.2,1,1
CN(CC(=O)Nc1ccccc1Br)CC(=O)Nc1ccccc1-c1ccccc1,-1,7,3,0.1,-15,-2.0,9,2
COc1ccccc1N1CCN(C(=O)C2CCN(C(=O)c3cccc(Cl)c3)CC2)CC1,-8,-5,4,0.1,2,2.3,-2,-3
O=c1cc(C(F)(F)C(F)F)oc2ccccc12,-11,-1,-3,x,-6,-2.5,-7,-1
COc1ccc(Cl)cc1C(=O)OCC(=O)Nc1cccnc1Cl,-12,-60,1,-1.0,x,-1.2,-8,6
# Next records
SMILES,RAD54 branch,RAD52 anneal inh,ERAP1 HTS inh,XiGFP reactiv,GSIS activator,CFTR F508del cor,esBAF inh,ARNT-TACC3 inh
C[C@@H]1CCCCO[C@H](CN(C)C)[C@@H](C)CN([C@@H](C)CO)C(=O)c2cc(NS(=O)(=O)c3ccccc3)ccc2O1,4,-13,3,0.0,-6,-2.0,-12,2
COc1ccc(C(=O)NCCN2CCC(n3c(=O)[nH]c4ccccc43)CC2)cc1F,x,6,-3,-0.1,20,-2.1,x,x
C[C@@]12C(=O)N(CC3CC3)CC(=O)N1[C@H](C1CC1)[C@@H]1C(=O)N(c3ccccc3)C(=O)[C@@H]12,3,-53,-3,0.1,x,-2.2,1,0
C[C@@H]1CN([C@@H](C)CO)C(=O)c2cc(NC(=O)Nc3ccc4c(c3)OCO4)ccc2O[C@@H](C)CCCCO[C@H]1CN(C)Cc1ccc(Cl)c(Cl)c1,12,-5,0,-0.4,17,0.7,0,2
CC12CCCC(=O)C1CCC(=Cc1ccco1)C2=O (stereo unspecified),-16,-8,4,-0.1,-16,-2.4,27,x
COc1cc(C(=O)Nc2cc(C)ccn2)ccc1OCC(=O)N1CCOCC1,-6,-11,-4,0.1,6,-0.1,30,2
COc1cc(-c2cc(O)c(-c3ccc4ccccc4n3)c(=O)[nH]2)cc(OC)c1OC,x,-36,1,0.2,21,2.0,x,-2
CNC(=O)/C(C#N)=C\c1ccc(CNS(=O)(=O)c2ccc(Cl)cc2)o1,x,-11,33*,0.0,1,-0.8,x,0
O=Cc1c(NCCN2CCCC2)c2ccccc2[nH]c1=O,4,-9,x,0.2,0,-1.0,-3,5
O=C1CC(c2ccccc2)CC(=O)C1=CN1CCCC1 (stereo unspecified),-3,-22,x,0.0,-3,-1.5,x,-14
COc1cccc(N2CC(C(=O)Nc3nnc(SCC(=O)c4ccccc4)s3)CC2=O)c1 (stereo unspecified),x,-20,1,0.3,x,0.6,x,-3
CC=Cc1ccc2n(c1=O)C[C@H]1[C@H](CO)[C@@H](C(=O)NCCc3ccccc3)[C@@H]2N1C (mixture of isomers),-2,-13,-1,0.1,8,1.1,-1,-4
C[C@@H]1CN([C@@H](C)CO)C(=O)c2cccc(NS(=O)(=O)c3ccc(Cl)cc3)c2O[C@H]1CN(C)Cc1ccncc1,-3,-6,-6,0.1,26,-0.2,-1,-6
COc1ccc(S(=O)(=O)Nc2ccc3c(c2)C(=O)N([C@H](C)CO)C[C@H](C)[C@@H](CN(C)Cc2ccc4c(c2)OCO4)O3)cc1,-1,8,1,0.0,-15,0.4,1,-1
O=C(O)c1ccc(CNC(=O)c2ccc(S(=O)(=O)N3CCCCC3)cc2)cc1,-6,-19,-11,0.0,2,-0.4,-5,-1

# Compound activity (PubChem BioAssay)
